TROY NFkB inh = inhibitors of TROY-driven NF-kB signaling, primary screen, Q293 LMP1-TROYcd cells, NF-kB luciferase, uHTS; Q293 LMP1-TROYcd NF-kB luciferase reporter, 4 h; inhibition, % at 10 µM; hit rate 0.98% among 360,000; AID 1347056, 2019;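 active means compounds whose plate-normalised and pattern-corrected inhibition of the luciferase reporter signal at the single screening dose is 50% or more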
TLR9-MyD88 block = inhibitors of TLR9-MyD88 association in cells, primary screen, cell-based, CHO, BLA complementation, fluorescence. Toll-like receptor 9 (Homo sapiens) + Myeloid differentiation primary response protein …. hit rate 0.21% among 340,000. inhibition, % at 4.98 µM. CCF4 FRET ratio. AID 504734, 2011;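 active means inhibition above the mean over all tested compounds plus 3 SD, cut at about 21% in these data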;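 further: 0% = DMSO only wells and 100% = clavulanate BLA inhibitor control wells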
NR5A2 inv ag = LRH-1 (NR5A2) inverse agonists, primary screen, cell-based, luminescence, HEK293T, StAR-luciferase reporter. Nuclear receptor subfamily 5 group A member 2 (Homo sapiens), O00482. LRH-1 transfected, 24 h. inhibition, % at 3.6 µM. hit rate 0.13% among 360,000;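 active means inhibition above the mean inhibition of all tested compounds plus 3 SD, cut at about 73% in these data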;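 further: 0% = DMSO wells and 100% = reporter-only cells lacking LRH-1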
NCOA1 inh = SRC1 coactivator transcriptional activity inhibitors, primary screen, cell-based, luminescence; Nuclear receptor coactivator 1 (Homo sapiens), Q15788; HEK293 GAL4-SRC1 luciferase reporter; inhibition, % at 3.6 µM; hit rate 0.12% among 360,000; AID 588354, 2011;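 active means inhibition above the campaign mean plus 3 SD, with each screening campaign given its own cutoff, cut at about 60% in these data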;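 further: 0% = DMSO treated cells and 100% = gossypol at 36 µM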
NR2F2 inh = NR2F2 transcriptional activity inhibitors, primary screen, cell-based, luciferase reporter, HEK293T, luminescence; COUP transcription factor 2 (Homo sapiens), P24468; HEK293T NGFI-A luciferase reporter; inhibition, % at 8.6 µM; hit rate 0.7% among 370,000; AID 686940, 2013;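 active means inhibition above a per-plate cutoff, mean inhibition of test wells between control levels plus 3 SD, cut at about 38% in these data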;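 further: cells cotransfected with COUP-TFII expression vector driving the NGFI-A reporter; 0% = median of COUP-TF2 test wells and 100% = reporter-only cells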
Target sequence (P24468 whole entry, looked up): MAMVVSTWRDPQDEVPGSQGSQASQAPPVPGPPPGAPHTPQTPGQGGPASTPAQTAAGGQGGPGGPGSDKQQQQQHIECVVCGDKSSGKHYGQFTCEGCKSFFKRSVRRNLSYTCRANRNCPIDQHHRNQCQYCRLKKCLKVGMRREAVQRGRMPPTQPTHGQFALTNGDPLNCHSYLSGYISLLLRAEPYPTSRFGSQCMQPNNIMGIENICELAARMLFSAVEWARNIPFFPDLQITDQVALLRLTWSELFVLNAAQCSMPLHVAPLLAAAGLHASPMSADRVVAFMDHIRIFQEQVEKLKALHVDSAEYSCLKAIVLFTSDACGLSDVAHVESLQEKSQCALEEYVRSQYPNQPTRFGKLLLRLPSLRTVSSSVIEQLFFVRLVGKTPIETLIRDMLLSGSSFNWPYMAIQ
TRAIL sens C8 = viability loss with TRAIL in NB7+C8 cells, primary screen, TRAIL sensitizer project, cell-based, ATPlite luminescence. hit rate 1% among 360,000. inhibition (viability loss, TRAIL sensitization), % at 10 µM;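 active means compounds causing at least 50% loss of cell viability in the single-dose screen, relative to plate controls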
LMP1 NFkB inh = EBV LMP1-driven NF-kappaB luciferase reporter inhibitors, primary screen, cell-based, luminescence, single point. hit rate 0.69% among 350,000. inhibition, % at 12.5 µM. LMP1-induced NF-kappaB luciferase reporter cells; in the data active means inhibition above about 41%;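 further: 0% = neutral control wells and 100% = reference inhibitor control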
TWEAK-Fn14 inh = inhibitors of TWEAK-Fn14 signaling, primary screen, luciferase reporter cells, uHTS. inhibition, % at 10 µM. AID 1159606, 2016. TWEAK-stimulated Fn14 reporter cells, luciferase luminescence, 8 h. hit rate 2% among 360,000; in the data active means inhibition above about 50%
NCOA3 inh = SRC3 coactivator transcriptional activity inhibitors, primary screen, cell-based, luminescence | Nuclear receptor coactivator 3 (Homo sapiens), Q9Y6Q9 | HEK293 GAL4-SRC3 luciferase reporter | inhibition, % at 3.6 µM | hit rate 0.17% among 360,000 | AID 588352, 2011;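 active means inhibition above a per-campaign cutoff, the mean of all compounds plus 3 SD, cut at about 60% in these data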;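 further: 0% = DMSO-treated cells and 100% = gossypol-treated cells at 36 µM; higher means less SRC3-driven luciferase light from the GAL4 reporter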
SRC2 inh = inhibition of GAL4-SRC2 driven luciferase reporter, primary screen, SRC2 inhibitor project, cell-based, luminescence. HEK293 GAL4-SRC2 luciferase reporter. inhibition, % at 9 µM. Nuclear receptor coactivator 2 (Homo sapiens), Q15596. hit rate 0.17% among 370,000;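 active means inhibition above the mean inhibition of all tested compounds plus 3 SD, set per campaign, cut at about 52% in these data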;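 further: 0% = DMSO treated cells and 100% = cells given Gossypol at 36 µM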
NOD2-RIPK2 inh = NOD2-RIPK2 binding disruptors in cells, primary screen, fluorescence, CHO cells, BLA complementation; Receptor-interacting serine/threonine-protein kinase 2 (Homo sapiens), O43353; CCF4 ratio; inhibition, % at 4.98 µM; hit rate 0.38% among 360,000; in the data active means inhibition above about 21%;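 further: 0% = vehicle only and 100% = reference blocker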
Target sequence (O43353 whole entry, looked up): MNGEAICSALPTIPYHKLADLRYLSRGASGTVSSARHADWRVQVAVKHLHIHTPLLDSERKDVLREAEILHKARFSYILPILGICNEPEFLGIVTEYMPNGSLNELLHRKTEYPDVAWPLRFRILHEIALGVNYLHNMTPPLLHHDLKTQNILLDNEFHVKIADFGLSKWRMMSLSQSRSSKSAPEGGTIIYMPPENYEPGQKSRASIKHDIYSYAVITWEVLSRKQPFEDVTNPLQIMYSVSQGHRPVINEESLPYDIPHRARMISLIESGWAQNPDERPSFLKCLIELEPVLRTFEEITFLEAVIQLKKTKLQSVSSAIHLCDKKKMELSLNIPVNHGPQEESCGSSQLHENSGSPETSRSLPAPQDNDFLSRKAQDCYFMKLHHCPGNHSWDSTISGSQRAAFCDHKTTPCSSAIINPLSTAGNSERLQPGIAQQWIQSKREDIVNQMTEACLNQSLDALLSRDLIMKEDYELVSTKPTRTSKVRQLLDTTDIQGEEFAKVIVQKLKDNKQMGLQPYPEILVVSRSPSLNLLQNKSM
Numbers without * were called inactive. Some of the compounds tested; rates above refer to the full screens.

Screening Oc1ccccc1C=NN=C1c2ccccc2-c2ccccc21 returned TROY NFkB inh -59, TLR9-MyD88 block -6, NR5A2 inv ag 13, NCOA1 inh -25, NR2F2 inh 5, TRAIL sens C8 -4, LMP1 NFkB inh -7, TWEAK-Fn14 inh -27, NCOA3 inh -13, SRC2 inh -14 and NOD2-RIPK2 inh 9.
`Cc1ccc(-c2nnc(NC(=O)c3ccco3)o2)c(C)c1` gave TROY NFkB inh -57, TLR9-MyD88 block 5, NR5A2 inv ag -17, NCOA1 inh -30, NR2F2 inh -23, TRAIL sens C8 55*, LMP1 NFkB inh 6, TWEAK-Fn14 inh -15, NCOA3 inh -22, SRC2 inh -15 and NOD2-RIPK2 inh 3.
`Nn1c(COc2ccc(Cl)cc2)n[nH]c1=S` gave TROY NFkB inh 6, TLR9-MyD88 block -5, NR5A2 inv ag -4, NCOA1 inh -13, NR2F2 inh 5, TRAIL sens C8 -6, LMP1 NFkB inh -6, TWEAK-Fn14 inh 10, NCOA3 inh 15, SRC2 inh 6 and NOD2-RIPK2 inh 5.
`COc1cc(NC(=O)c2cccc([N+](=O)[O-])c2)ccc1NC(=O)c1cc2ccccc2o1` gave TROY NFkB inh 22, TLR9-MyD88 block -4, NR5A2 inv ag -1, NCOA1 inh 2, NR2F2 inh -3, TRAIL sens C8 12, LMP1 NFkB inh -11, TWEAK-Fn14 inh -57, NCOA3 inh -26, SRC2 inh -4 and NOD2-RIPK2 inh -8.
`CC(C)[C@H](NC(=O)OCc1ccccc1)C(=O)OCC(=O)N1CCCCC1` gave TROY NFkB inh 0, TLR9-MyD88 block -1, NR5A2 inv ag -20, NCOA1 inh -76, NR2F2 inh -53, TRAIL sens C8 -24, LMP1 NFkB inh -19, TWEAK-Fn14 inh -31, NCOA3 inh -67, SRC2 inh -29 and NOD2-RIPK2 inh 8.
CCc1nnc(NC(=O)c2cccc(S(=O)(=O)N3CCCC3)c2)s1 was read as TROY NFkB inh 10, TLR9-MyD88 block -3, NR5A2 inv ag 18, NCOA1 inh -2, NR2F2 inh -7, TRAIL sens C8 -1, LMP1 NFkB inh -11, TWEAK-Fn14 inh 4, NCOA3 inh -5, SRC2 inh -4 and NOD2-RIPK2 inh -4.
O=C(CCN1C(=O)/C(=C\c2ccccc2)SC1=S)N1CCCCC1 was read as TROY NFkB inh -28, TLR9-MyD88 block 6, NR5A2 inv ag -4, NCOA1 inh 4, NR2F2 inh 3, TRAIL sens C8 3, LMP1 NFkB inh -8, TWEAK-Fn14 inh 26, NCOA3 inh 22, SRC2 inh -11 and NOD2-RIPK2 inh -8.
`Cc1ccc(-c2nc(SCC(=O)N(C)c3c(N)n(Cc4ccccc4)c(=O)[nH]c3=O)n[nH]2)cc1` gave TROY NFkB inh -20, TLR9-MyD88 block 2, NR5A2 inv ag 12, NCOA1 inh -5, NR2F2 inh 0, TRAIL sens C8 -7, LMP1 NFkB inh -8, TWEAK-Fn14 inh -7, NCOA3 inh 13, SRC2 inh 3 and NOD2-RIPK2 inh -1.
`CC1(C)C(N(O)C(=O)Nc2ccc(Cl)cc2)N(c2ccc(Cl)cc2)C(=O)N1CC(=O)NN` (stereo not drawn) gave TROY NFkB inh 3, TLR9-MyD88 block 17, NR5A2 inv ag -2, NCOA1 inh 3, NR2F2 inh -17, TRAIL sens C8 -2, LMP1 NFkB inh 2, TWEAK-Fn14 inh -10, NCOA3 inh -13, SRC2 inh -15 and NOD2-RIPK2 inh 21.
Screening O=C(Nc1ccc(N2CCN(c3ccccc3)CC2)c(F)c1)C1CC1 returned TROY NFkB inh -29, TLR9-MyD88 block -6, NR5A2 inv ag -2, NCOA1 inh 0, NR2F2 inh -6, TRAIL sens C8 8, LMP1 NFkB inh -3, TWEAK-Fn14 inh 0, NCOA3 inh 13, SRC2 inh -11 and NOD2-RIPK2 inh -12.
Cc1ccc(S(=O)(=O)Nc2ccc(Nc3nccn4c(-c5ccc6ccccc6c5)cnc34)cc2)cc1 was read as TROY NFkB inh -39, NR5A2 inv ag 11, NCOA1 inh -2, NR2F2 inh -1, TRAIL sens C8 -2, TWEAK-Fn14 inh -9, NCOA3 inh -11, SRC2 inh -16 and NOD2-RIPK2 inh -10.
`CC(=O)Nc1ccc(N2C(C(C)=O)=NN(c3ccc(Cl)cc3)C2c2sccc2C)cc1` (stereo not drawn) gave TROY NFkB inh -22, TLR9-MyD88 block -2, NR5A2 inv ag 1, NCOA1 inh -35, NR2F2 inh 11, TRAIL sens C8 12, LMP1 NFkB inh -6, TWEAK-Fn14 inh -4, NCOA3 inh 10, SRC2 inh -17 and NOD2-RIPK2 inh 1.

Next part, overlapping the part above by 2 compounds.
Cc1ccc(S(=O)(=O)Nc2ccc(Nc3nccn4c(-c5ccc6ccccc6c5)cnc34)cc2)cc1 was read as TROY NFkB inh -39, NR5A2 inv ag 11, NCOA1 inh -2, NR2F2 inh -1, TRAIL sens C8 -2, TWEAK-Fn14 inh -9, NCOA3 inh -11, SRC2 inh -16 and NOD2-RIPK2 inh -10.
`CC(=O)Nc1ccc(N2C(C(C)=O)=NN(c3ccc(Cl)cc3)C2c2sccc2C)cc1` (stereo not drawn) gave TROY NFkB inh -22, TLR9-MyD88 block -2, NR5A2 inv ag 1, NCOA1 inh -35, NR2F2 inh 11, TRAIL sens C8 12, LMP1 NFkB inh -6, TWEAK-Fn14 inh -4, NCOA3 inh 10, SRC2 inh -17 and NOD2-RIPK2 inh 1.
For O=C(OCC1CCCN2CCCCC12)c1ccc2c(c1)OCO2 (stereo not drawn) the results were TROY NFkB inh 3, TLR9-MyD88 block 3, NR5A2 inv ag -5, NCOA1 inh -4, NR2F2 inh -1, TRAIL sens C8 -22, LMP1 NFkB inh -9, TWEAK-Fn14 inh -14, NCOA3 inh 6, SRC2 inh 9 and NOD2-RIPK2 inh 3.
Screening Nc1nonc1-n1nnc(C(=O)N/N=C/c2cccc(F)c2)c1-c1ccc2c(c1)OCO2 returned TROY NFkB inh 15, TLR9-MyD88 block -13, NR5A2 inv ag -9, NCOA1 inh -5, NR2F2 inh 6, TRAIL sens C8 7, LMP1 NFkB inh -9, TWEAK-Fn14 inh -7, NCOA3 inh -9, SRC2 inh -3 and NOD2-RIPK2 inh 5.
CCCCN(C(=O)c1ccccc1OCc1ccc(F)cc1)c1c(N)n(CCC)c(=O)[nH]c1=O was read as TROY NFkB inh -14, TLR9-MyD88 block -3, NR5A2 inv ag 0, NCOA1 inh -5, NR2F2 inh -12, TRAIL sens C8 12, LMP1 NFkB inh 2, TWEAK-Fn14 inh 14, NCOA3 inh 8, SRC2 inh 30 and NOD2-RIPK2 inh 8.
Screening CC(C)(C)[C@@H]1CCC(=O)N(CC[C@H](Sc2ccc(Br)cc2)c2ccccc2)CC1 returned TROY NFkB inh 21, TLR9-MyD88 block -5, NR5A2 inv ag 9, NCOA1 inh 2, NR2F2 inh -8, TRAIL sens C8 6, LMP1 NFkB inh 2, TWEAK-Fn14 inh 9, NCOA3 inh 24, SRC2 inh -10 and NOD2-RIPK2 inh 10.
`CC[C@@H](C)[C@@H]1CN([C@@H](C)CN2CCC[C@H]2CN2C(N)=NC[C@H]2CC(C)C)C(=N)N1CCc1ccc(Cl)c(Cl)c1` gave TROY NFkB inh 2, TLR9-MyD88 block 5, NR5A2 inv ag -12, NCOA1 inh -16, NR2F2 inh -4, TRAIL sens C8 0, LMP1 NFkB inh -1, TWEAK-Fn14 inh -13, NCOA3 inh -30, SRC2 inh -30 and NOD2-RIPK2 inh -9.
Screening Cc1ccc(-c2ccc(=O)n(CC(=O)NCc3ccc(F)cc3)n2)cc1 returned TROY NFkB inh 1, TLR9-MyD88 block 5, NR5A2 inv ag 31, NCOA1 inh 8, NR2F2 inh 4, TRAIL sens C8 4, LMP1 NFkB inh -7, TWEAK-Fn14 inh -14, NCOA3 inh 7, SRC2 inh 16 and NOD2-RIPK2 inh 4.
`CCn1cc(C(=O)C(F)(F)F)c2ccccc21` gave TROY NFkB inh -3, TLR9-MyD88 block 4, NR5A2 inv ag 4, NCOA1 inh -6, NR2F2 inh -4, TRAIL sens C8 -4, LMP1 NFkB inh -14, TWEAK-Fn14 inh -1, NCOA3 inh -9, SRC2 inh -26 and NOD2-RIPK2 inh -2.
Screening Cc1cc(C)c(C2=CC(=O)C[C@H](c3ccc4c(c3)OCO4)C2)c(C)c1 returned TROY NFkB inh -10, TLR9-MyD88 block 8, NR5A2 inv ag 8, NCOA1 inh -4, NR2F2 inh -7, TRAIL sens C8 16, LMP1 NFkB inh 2, TWEAK-Fn14 inh -25, NCOA3 inh 2, SRC2 inh -11 and NOD2-RIPK2 inh -8.
`COc1cc(-c2nc(CN3CCN(c4ncccn4)CC3)c(C)o2)ccc1F` gave TROY NFkB inh 29, TLR9-MyD88 block 6, NR5A2 inv ag -5, NCOA1 inh -9, NR2F2 inh 21, TRAIL sens C8 -7, LMP1 NFkB inh 0, TWEAK-Fn14 inh -11, NCOA3 inh 2, SRC2 inh -11 and NOD2-RIPK2 inh -12.
NC(CO)c1csc(NC(=O)Nc2cccc(Cl)c2)n1 (stereo not drawn) was read as TROY NFkB inh -2, NR5A2 inv ag 7, NCOA1 inh 2, NR2F2 inh 1, TRAIL sens C8 -5, TWEAK-Fn14 inh 14, NCOA3 inh -10, SRC2 inh 11 and NOD2-RIPK2 inh -1.
For CCOC(=O)[C@]12CCCC=C1N(CCC1=CCCCC1)C(=O)[C@H](CC(=O)N1CCN(C(=O)C3CC3)CC1)C2 the results were NR5A2 inv ag -9, NR2F2 inh 8, TRAIL sens C8 8, SRC2 inh 11 and NOD2-RIPK2 inh -2.

Filtered by structure, those above with an aryl thioether with sulfur outside any ring.
`Cc1ccc(-c2nc(SCC(=O)N(C)c3c(N)n(Cc4ccccc4)c(=O)[nH]c3=O)n[nH]2)cc1` gave TROY NFkB inh -20, TLR9-MyD88 block 2, NR5A2 inv ag 12, NCOA1 inh -5, NR2F2 inh 0, TRAIL sens C8 -7, LMP1 NFkB inh -8, TWEAK-Fn14 inh -7, NCOA3 inh 13, SRC2 inh 3 and NOD2-RIPK2 inh -1.
Screening CC(C)(C)[C@@H]1CCC(=O)N(CC[C@H](Sc2ccc(Br)cc2)c2ccccc2)CC1 returned TROY NFkB inh 21, TLR9-MyD88 block -5, NR5A2 inv ag 9, NCOA1 inh 2, NR2F2 inh -8, TRAIL sens C8 6, LMP1 NFkB inh 2, TWEAK-Fn14 inh 9, NCOA3 inh 24, SRC2 inh -10 and NOD2-RIPK2 inh 10.
